Source: PubChem
IMPase Li inh: qHTS Assay for Identifying the Cell-Membrane Permeable IMPase Inhibitors: Potentiation with Lithium | Potency, µM (series often up to 59.4 µM), for the others: top-dose activity, negative = IMPase inhibition, actives largely listed as inhibitors | AID 1457, 2008 | CHO-M1 cells, IP1 TR-FRET (IP-One), carbachol + lithium | hit rate 0.35% among 210,000;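 note: IP1 builds up when IMPase is blocked and the TR-FRET signal falls; plate controls were basal vehicle for no effect and high inhibitor control for full effect; nearly all actives have a fitted effect of over 50% in size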
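CHO cells stably expressing M1 receptor (2000/well, cultured 16–30 h) treated 30 min at 37C with compound plus low lithium. Cytosolic IP1 by TR-FRET (665/620 ratio and 620 channel) after 10 min lysis; AC50 by Hill fit.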
RECQ1 helicase: qHTS Assay for Inhibitors of RecQ-Like Dna Helicase 1 (RECQ1) | ATP-dependent DNA helicase Q1 (Homo sapiens), P46063 | RECQ1 DNA unwinding, red fluorescence kinetic read | Potency, µM (doses to about 57.3 µM), for the others: at the top dose activity, negative = inhibition, usual class: inhibitors | hit rate 0.54% among 240,000;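 note: plate controls were vehicle for no effect and no enzyme for full effect; nearly all actives have a fitted effect of over 30% in size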
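RECQ1T1 50 nM; forked duplex (20 bp + 30-nt ss tails) 200 nM, ATP 2 mM final; pH 8.0, 2 mM MgCl2, 2.5 ug/ml poly(dI-dC); 15 min compound preincubation; discontinuous kinetic read over 2 h at RT.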
KinaseGlo FLuc: Counterscreen for Luciferase (Kinase-Glo TM) Inhibition; Kinase-Glo luciferase, ATP luminescence, 8 min; hit rate 0.28% among 200,000; Potency, µM (top dose mostly 38.3 µM), for the others: at the top dose activity change, negative = inhibition, most hits filed as inhibitors; Luciferin 4-monooxygenase (Photuris pensylvanica), Q27757; note: % is set by controls: 0 for no effect and ±100 for the full control effect; nearly all actives have a fitted effect of over 60% in size
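Luminescence was the read-out, taken after 8-minute incubation at ambient temperature. Luciferase turned over luciferin with 10 uM ATP in imidazole pH 7.2 buffer containing KCl, MgCl2, Tween 20 and BSA.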
JMJD2E inh: qHTS Assay for Inhibitors of Human Jumonji Domain Containing 2E (JMJD2E) | Lysine-specific demethylase 4E (Homo sapiens), B2RXH2 | JMJD2E catalytic domain, FDH-coupled NADH fluorescence (FDH is formaldehyde dehydrogenase) | Potency, µM (series often up to 57.1 µM), without a hit: top-dose activity change, negative = inhibition, usual class: inhibitors | hit rate 1.6% among 230,000 | AID 2147, 2009; active = well fitted inhibition curve with a large enough effect, not every such curve was filed as active; inconclusive = small, poorly fitted or top-dose-only effect, or another doubt; inactive = no such curve, though single readings can be large or run the other way;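 note: 0% = wells with enzyme and -100% = buffer wells without enzyme; nearly all actives have a fitted effect of over 50% in size; many of its hits are not listed in these tables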
Target sequence (B2RXH2 1-337 limits assumed): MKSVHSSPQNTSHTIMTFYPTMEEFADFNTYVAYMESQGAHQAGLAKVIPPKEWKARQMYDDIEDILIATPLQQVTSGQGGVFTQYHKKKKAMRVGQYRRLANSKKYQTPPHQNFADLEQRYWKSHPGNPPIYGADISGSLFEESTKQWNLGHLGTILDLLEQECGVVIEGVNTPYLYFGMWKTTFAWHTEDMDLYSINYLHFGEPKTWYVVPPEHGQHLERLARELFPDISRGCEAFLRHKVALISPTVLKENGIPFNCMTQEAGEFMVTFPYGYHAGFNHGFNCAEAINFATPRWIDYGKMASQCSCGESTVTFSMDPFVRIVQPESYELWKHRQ
Epigenetic derep: Quantitative High-Throughput Screen for Regulators of Epigenetic Control | murine LDR cells, GFP reporter derepression, 30 h | Potency, µM (top dose mostly 53.9 µM), without a hit: at the top dose GFP activation, usual class: activators | hit rate 0.2% among 280,000 | AID 1865, 2009; note: % of control where 0% means no effect; nearly all actives have a fitted effect of over 60% in size
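Murine LDR cells carrying a silenced, genomically integrated CMV-driven GFP reporter were exposed to compound for 30 hours at 37 C. After PBS washes, GFP-positive cells (20–120 um objects) were counted by laser-scanning microplate cytometry.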
SMN2 splice up: qHTS Assay for Enhancers of SMN2 Splice Variant Expression; hit rate 2.8% among 210,000; Potency, µM (highest dose often 46.1 µM), for the others: top-dose activity change, positive = activation, usual class: activators; AID 1458, 2008; HEK293 SMN2-luciferase splicing reporter, luminescence, 30-36 h; note: % of control where 0% means no effect; nearly all actives have a fitted effect of over 55% in size
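HEK293 cells carry an SMN2 minigene-luciferase reporter in which exon 7 inclusion puts luciferase in frame. Cells were seeded at 2000 cells/well, attached for 10-12 hours, then exposed to compounds for 30-36 hours at 37C before ONE-Glo luminescence.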
GoLoco inh red: qHTS Assay for Inhibitors of RGS12 GoLoco Motif Activity (Red Fluorophore); Guanine nucleotide-binding protein G(i) subunit alpha-1 (Homo sapiens), P63096; Gai1:RGS12 GoLoco peptide FP, rhodamine, 10 min; Potency, µM (titrated, usually from 61.6 µM), inactives show at the highest dose activity, negative = inhibition, usual class: inhibitors; hit rate 0.44% among 230,000; AID 880, 2007; active = well fitted inhibition curve with a large enough effect, not every such curve was filed as active; inactive = no such curve, though single readings can be large or run the other way; note: % is set by controls: 0 for no effect and ±100 for the full control effect; nearly all actives have a fitted effect of over 30% in size; many of its hits are not listed in these tables
Target sequence (P63096 whole entry, looked up): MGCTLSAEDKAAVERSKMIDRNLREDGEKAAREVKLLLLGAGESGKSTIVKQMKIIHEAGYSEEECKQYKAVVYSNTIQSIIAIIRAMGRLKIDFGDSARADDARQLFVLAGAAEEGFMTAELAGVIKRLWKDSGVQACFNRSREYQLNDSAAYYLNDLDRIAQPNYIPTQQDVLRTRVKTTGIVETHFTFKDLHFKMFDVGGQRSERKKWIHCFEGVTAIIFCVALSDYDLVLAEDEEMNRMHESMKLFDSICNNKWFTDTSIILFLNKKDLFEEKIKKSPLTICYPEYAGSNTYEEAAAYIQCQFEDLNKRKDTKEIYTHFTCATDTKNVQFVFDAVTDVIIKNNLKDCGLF
NPSR antag: qHTS Assay for Antagonists of the Neuropeptide S Receptor: cAMP Signal Transduction. CHO-NPSR cells, cAMP TR-FRET, antagonist mode. Potency, µM (titrated, usually from 38.3 µM), for inactives: top-dose activity change, negative = inhibition, usual class: inhibitors. AID 1461, 2008. hit rate 1% among 220,000. Q6W5P4; note: % is set by controls: 0 for no effect and ±100 for the full control effect; nearly all actives have a fitted effect of over 50% in size; many of its hits are not listed in these tables
Target sequence (Q6W5P4 whole entry, looked up): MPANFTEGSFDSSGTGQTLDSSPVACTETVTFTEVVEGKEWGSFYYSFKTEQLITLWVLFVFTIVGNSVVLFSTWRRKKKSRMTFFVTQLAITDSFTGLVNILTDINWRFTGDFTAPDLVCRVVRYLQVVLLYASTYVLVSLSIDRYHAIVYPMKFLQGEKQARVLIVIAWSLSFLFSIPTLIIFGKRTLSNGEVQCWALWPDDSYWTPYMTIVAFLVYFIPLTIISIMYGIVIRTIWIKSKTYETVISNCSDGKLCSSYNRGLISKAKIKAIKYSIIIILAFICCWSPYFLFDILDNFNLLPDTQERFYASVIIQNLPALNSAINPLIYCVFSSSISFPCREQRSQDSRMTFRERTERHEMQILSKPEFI
* marks the source's active call; other numbers are inactive results; i = inactive; ? = inconclusive; nt = not tested or not shown; [ ] = dose if it differs, or a comment. Unless noted, calls come from the whole dose curve; as a rule, active = well fitted curve in the direction sought with a large enough effect; inconclusive = small, poorly fitted or top-dose-only effect, or another doubt; inactive = no such curve, though single readings can be large; an effect the other way counts as inactive or inconclusive. Potency is the fitted concentration of half-maximal effect.

Results follow in this order: IMPase Li inh	RECQ1 helicase	KinaseGlo FLuc	JMJD2E inh	Epigenetic derep	SMN2 splice up	GoLoco inh red	NPSR antag
- Cc1ccc(S(=O)(=O)N(C)CCCC(=O)NC(C)(C)CO)cc1
→ nt	i	nt	-6%	0.5%	nt	8%	-3%
- CCOC(=O)c1c(NC(=O)CSc2nc3ccccc3s2)sc(C)c1C
→ -10%[38.3 µM]	-3%	1%	-9%	-0.9%	-20%	19%	-28%[46.1 µM]
- Cc1ccc(-n2c(-c3ccc(Cl)cc3)c[n+]3c2CCC3)cc1
→ nt	-6%	nt	8%	0.1%	nt	1%	12%
- Cc1cc(Cl)c(S(=O)(=O)NC2CCCC2)cc1OCC(=O)NC1CCCCC1
→ 45%[activator][38.3 µM]	-6%	6%	2%	1.0%	-101%[inhibitor]	9%	-13%[46.1 µM]
- O=S1(=O)CCC(N=Cc2ccc(-c3ccc(Cl)cc3)o2)C1 (stereo unspecified)
→ -16%	i	2%	1%	-5.4%	-13%	26%	-26%
- CS(=O)(=O)N1CCC(C(=O)Nc2c(F)cccc2F)CC1
→ 0%[38.3 µM]	2%	0%	-1%	0.0%	28%	-6%	-17%[46.1 µM]
- COCCn1c(N)c(N(Cc2ccccc2)C(=O)c2oc3ccccc3c2C)c(=O)[nH]c1=O
→ 8%	0%	2%	-14%	3.1%	-28%	-5%	-12%
- CN(C(=O)c1cc2ccccc2oc1=O)C1(C)CCS(=O)(=O)C1 (stereo unspecified)
→ 2%	-9%	0%	?	-1.1%	6%	2%	8%
- Cc1ccc(-n2c(SCC3CCCCO3)nnc2-c2ccco2)cc1 (stereo unspecified)
→ 28%[38.3 µM]	-2%	3%	0%	0.0%	34%	3%	?
- O=C(CCCN1CCC(O)(c2cccc(C(F)(F)F)c2)CC1)c1ccc(F)cc1
→ 13%	i	-3%	?	1.1%	-32%[inhibitor]	9%	-9%[46.1 µM]
- O=C(COC(=O)c1cc(S(=O)(=O)N2CCOCC2)ccc1F)c1ccc[nH]1
→ -1%	i	-6%	12%	-1.8%	-5%	-3%	5%
- O=[N+]([O-])c1cc(Cl)cc(/C=N/Nc2nc3ccccc3s2)c1O
→ 0%	-3%	-7%	?	0.0%	nt	10%	21%
- COc1ccc(Nc2nc(N)nc(CSC(=S)N3CCN(C)CC3)n2)cc1
→ 13%	i	-4%	0%	-5.8%	13%	13%	3%
- COc1ccc(OC)c(NC(=S)NN2CCOCC2)c1
→ -3%	-1%	2%	-1%	2.4%	-14%	-1%	-11%[46.1 µM]
- CC(C)NC(=O)N1CCCC2(CCN(C(=O)c3cccn3C)CC2)C1
→ 6%	16%	-2%	nt	nt	-1%	12%	nt
- Cc1nc(N2CCCCC2)nc(N2CCCCC2)c1C=O
→ 20%	-20%	-11%	0%	2.1%	-1%	46%[activator]	-19%
- NC(=O)CC[C@@H]1NC(=O)[C@H](CO)NC(=O)c2cc([N+](=O)[O-])cc(I)c2NCCC[C@@H](C(N)=O)NC(=O)[C@H](Cc2ccc(O)cc2)NC1=O
→ 8%	i	-7%	2%	1.7%	7%	4%	11%
- NC(=O)CSc1nnc(-c2cc(-c3cccs3)nc3ccccc23)o1
→ -24%[38.3 µM]	-10%	19%	?	14%	-24%	10%	-8%[46.1 µM]
- C/C=C/C(=O)N1c2ccc(C)cc2C(C)=CC1(C)C
→ nt	-3%	nt	5%	3.9%	nt	7%	-23%
- COc1cc(C2N(c3cccc(Cl)c3)C(=O)C3CCCN32)cc(OC)c1OC (stereo unspecified)
→ -4%[38.3 µM]	-10%	0%	-10%	-0.1%	-4%	2%	-2%[46.1 µM]
- C=CCn1c(SCC(=O)N(C)C)nc2cc(C(=O)O)ccc2c1=O
→ -1%	i	-4%	?	-1.4%	-12%	5%	13%
- Cc1cccc(C)c1NC(=O)CCCCCNS(=O)(=O)c1ccccc1
→ 8%	8%	-7%	-18%	0.9%	2%	-2%	-3%
- COc1ccc(-c2cc3ccccc3n2CC(O)CNC(CO)(CO)CO)cc1 (stereo unspecified)
→ 22%[38.3 µM]	-3%	2%	?	-2.1%	?	7%	-6%[46.1 µM]
- Nc1cccn2c(-c3ccc(Cl)cc3)cnc12
→ 3%	-6%	-8%	?	0.2%	11µM*	37%[activator]	5%
- Cc1ccc(NC2(c3nnnn3-c3c(C)cccc3C)CCCCC2)cc1
→ 7%	-6%	-1%	-7%	0.0%	-17%	6%	?
- COc1ccc(OC)c(CNC(=O)C2CCCN(c3nc4ccccc4o3)C2)c1 (stereo unspecified)
→ 2%[38.3 µM]	-4%	0%	4%	-0.1%	-17%	20%	-19%[46.1 µM]
- CCc1ccc(C(=O)COC(=O)c2cnccn2)cc1
→ 11%[38.3 µM]	-17%	-5%	0%	1.0%	21%	-2%	3%[46.1 µM]
- O=C(O)C1CCCCC1C(=O)Nc1ccc(F)cc1F (stereo unspecified)
→ -6%[38.3 µM]	i	0%	11%	-1.2%	12%	5%	1%[46.1 µM]
- CSCCCNC(=O)c1ccc(OC2CCN(CCc3ccccc3)CC2)cc1
→ 37%[activator]	12%	-6%	-8%	-0.4%	nt	3%	9%
- Cc1c(Cl)c([N+](=O)[O-])nn1CCCC(=O)Nc1ccc(Cl)cc1Cl
→ 9%	-1%	5%	-5%	-1.1%	-13%	-2%	0%
- CCCCC
→ -2%	-2%	nt	nt	nt	8%	-20%	nt
- COc1ccc(C(=O)NCC(=O)Nc2ccc(F)cc2)cc1OC
→ 1%[38.3 µM]	-8%	-6%	8%	-2.8%	6%	1%	2%[46.1 µM]
- N#CC(C#N)=Cc1cccn1-c1ccc(C(=O)O)cc1
→ -1%	25µM*	0%	-22%	5.6%	-16%	13%	-5%
- CCCCC/C=C\C/C=C\C/C=C\CCCCCCC(=O)NCCc1ccc(O)c(O)c1
→ 13%	6%	1%	2%	?	2%	5%	nt
- Cc1ccc(S(=O)(=O)N/N=C/c2c(C)nn(-c3ccccc3)c2C)cc1
→ 53%[activator][38.3 µM]	-6%	21%	-7%	-0.4%	9%	0%	-16%[46.1 µM]
- Cc1ccc(Cl)cc1N1CCN(S(=O)(=O)c2c(C)[nH]c(=O)[nH]c2=O)CC1
→ 3%[38.3 µM]	-6%	-5%	4%	-1.4%	7%	8%	-13%[46.1 µM]
- COc1ccc(/C=C2\SC(=O)N(CCc3nnc(N)s3)C2=O)cc1
→ nt	1%	nt	-24%	-2.3%	nt	-3%	6%
- Cc1onc(-c2ccccc2)c1NC(=O)N(CCC#N)Cc1ccccc1
→ nt	-7%	nt	-3%	0.0%	nt	6%	-13%
- Cn1c(=O)n(C)c2cc(NC(=O)CSc3nnc(-c4ccccc4O)n3-c3ccccc3)ccc21
→ 9%[38.3 µM]	-13%	-1%	?	-1.1%	?	-2%	-26%[46.1 µM]
- O=S(=O)(Nc1cccc(S(=O)(=O)N2CCCCCC2)c1)c1ccccc1
→ 7%	i	-1%	-9%	-5.8%	nt	-13%	-2%
- O=C(Nc1ccccc1Cc1ccccc1)c1ccc2c(c1)SC1=NS(=O)(=O)CCN12
→ 4%	-12%	-1%	-9%	-0.9%	17%	8%	8%
- O=C(NCC1OCCc2ccccc21)c1cc(COc2ccc(F)cc2Cl)on1 (stereo unspecified)
→ 0%	-10%	nt	-10%	1.2%	nt	8%	6%
- CCOc1cc(C=O)ccc1OS(=O)(=O)c1ccc(NC(C)=O)cc1
→ -1%	0%	1%	-1%	0.0%	-10%	7%	10%
- CCC(NC(=O)c1ccccc1O)c1ccccc1 (stereo unspecified)
→ 18%[38.3 µM]	-2%	0%	?	0.9%	-3%	5%	-12%[46.1 µM]
- COc1ccc(OCCCCOc2ccccc2Cl)cc1
→ -3%[38.3 µM]	-6%	-1%	1%	-1.1%	-6%	-2%	-7%[46.1 µM]
- CCC(=O)Nc1cccc(NC(=O)CSc2nnnn2C)c1
→ -3%[38.3 µM]	i	0%	5%	1.5%	6%	4%	10%[46.1 µM]
- CC(=O)Nc1cc2nn(-c3ccccc3)nc2cc1Cl
→ 13%[38.3 µM]	-6%	-3%	?	2.1%	11µM*	14%	-26%[46.1 µM]
- Cc1ccc(S(=O)(=O)CC(=O)c2cc(C)c(O)c(C)c2)cc1
→ 9%	i	4%	-18%	6.3%	-2%	12%	-5%
- O=S1CCCSC1c1cccnc1 (stereo unspecified)
→ 9%[38.3 µM]	-1%	-1%	1%	-0.8%	2%	-1%	-3%[46.1 µM]
- N#C/C(=C(\O)c1ccco1)c1ccccn1
→ 0%[38.3 µM]	5%	-19%	?	-4.6%	?	-18%	-1%[46.1 µM]
- O=C(CSc1ccccc1C(=O)O)NCC1CCCCC1
→ -2%	-13%	1%	-28%	-5.1%	10%	17%	8%
- Cc1ccc(C(=O)/C=C2\NCC(C)NC2=O)cc1 (stereo unspecified)
→ -3%[38.3 µM]	-9%	-5%	1%	-0.2%	14%	-8%	-5%[46.1 µM]
- Brc1ccccc1Cn1c(-c2cscn2)nc2ccccc21
→ 27%[38.3 µM]	-13%	1%	-10%	-0.2%	-6%	9%	?
- O=C(CSc1nnc(CNC(=O)C23CC4CC(CC(C4)C2)C3)n1-c1ccc(F)cc1)Nc1ccccc1
→ -4%	-12%	6%	4%	1.0%	4%	4%	-19%
- CCOC(=O)c1sc2nccc(N(C)C)c2c1N=CNOCc1ccccc1
→ 25%[38.3 µM]	-8%	-3%	?	-1.0%	-11%	8%	?
- O=C(CCCOc1ccc(Cl)cc1)Nc1cccc(C(=O)O)c1
→ 8%	i	4%	-15%	2.1%	nt	1%	-8%
- COc1ccc(/C(N)=N/OC(=O)c2cccc([N+](=O)[O-])c2C)cc1
→ 2%	2%	-5%	0%	1.1%	27%	3%	9%

The list is partial; the hit share may differ from the screen's.
